From PubChem
ERK EGF block: EGF-driven ERK pathway inhibition | HEK293-V1b, EGF-stimulated phospho-ERK AlphaScreen | Potency, µM (doses to about 11.5 µM), for inactives: at the highest dose activity change, negative = inhibition, usual class: inhibitors | actives 0.41% (n = 130,000) | AID 1454; active = well fitted inhibition curve with a large enough effect; inconclusive = small, poorly fitted or top-dose-only effect, or effect the other way;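 also: plate controls were stimulated vehicle wells for no effect and unstimulated vehicle basal for full effect; nearly all actives have a fitted effect of over 55% in size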
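Homogeneous cell-based phospho-ERK assay: HEK293/V1b cells in 1% FBS, compound 30 min then EGF 5 min, AlphaScreen luminescence. Activity normalized between DMSO and 25 nM EGF controls; AC50 from Hill modelling.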
* hit, by the source's call; ? = inconclusive; [ ] = dose if it differs, or a comment. Potency is read from the fitted curve at half-maximal effect. These rows are one share of the data (hit frequency here may not be typical).

SMILES | ERK EGF block
COC(=O)[C@@]1(Cc2ccc(OC)cc2)[C@H]2c3cc(C(=O)N4CCCC4)n(Cc4ccc(S(C)(=O)=O)cc4)c3C[C@H]2CN1C(=O)c1ccccc1 | -2%
Cc1onc(-c2c(Cl)cccc2Cl)c1C(=O)O/N=C(\C#N)c1ccccc1 | 1%[57.5 µM]
Cc1ccccc1C1=N/C(=C/c2cccs2)C(=O)O1 | ?
O=C1/C(=C/c2ccccn2)COc2ccccc21 | -10%
O=C(/C=C/c1ccc(F)cc1)NC(=S)NNC(=O)c1cnccn1 | -1%[57.5 µM]
COC(=O)c1ccc(/C=N/Nc2nc3ccccc3[nH]2)cc1 | -4%
O=C(CC1SC(=Nc2ccc(OC(F)F)cc2)N(CCN2CCOCC2)C1=O)Nc1ccccc1 (stereo unspecified) | -7%[57.5 µM]
O=Nc1c2cc(-c3ccccc3)[nH]nc-2c2ccccc12 | 6%
Cc1ccc(COc2ccc(/C=N/NC(=O)c3ccc(CN4CCOCC4)cc3)cc2)cc1 | 4%
Cc1cc2nc(-c3ccc(SCc4ccc(C(=O)O)cc4)nc3)[nH]c2cc1C | 11%
CN=C1S/C(=C\c2ccc(N3CCCC3)c(F)c2)C(=O)N1C | -13%
CCS(=O)(=O)c1ccc2c(c1)NC(=O)C(CCCl)O2 (stereo unspecified) | ?
CN(CC(=O)NC(=O)NCc1ccco1)CC(=O)Nc1ccccc1Cl | 7%[57.5 µM]
C=CCCCCCCCCCCCC(O)CC(O)COC(C)=O (stereo unspecified) (tested in a mixture with another compound) | 10%
COc1ccc(C2CC(C)=C(C#N)S(=O)(=O)C2C#N)cc1 (stereo unspecified) | 5%[57.5 µM]
O=c1c2ccccc2nnn1Cc1ccc(F)cc1 | 3%
NS(=O)(=O)c1ccc(N/N=C/c2ccc(O)cc2O)c([N+](=O)[O-])c1 | 4%[57.5 µM]
COCCNC(=O)/C(C#N)=C/c1cccs1 | 0%[57.5 µM]
COc1ccc(OCC(O)CNCCNc2nccc(C(F)(F)F)n2)cc1 (stereo unspecified) | 2%[57.5 µM]
O=C(COc1ccc([N+](=O)[O-])cc1)Nc1cccnc1 | 1%
CCOC(=O)c1ccc(N2CCN(c3ccccc3F)CC2)c(NC(=O)Nc2ccccc2)c1 | -14%
COc1ccc(NC(=O)c2c(NC(=O)CNCC(C)C)sc3c2CCC3)c(OC)c1 | -3%
CCN(CC)C(=O)Cn1cc(C(=O)C(=O)N2CCc3ccccc32)c2ccccc21 | 1%
O=C(N/N=C/c1ccncc1)c1nc2ccccc2c(=O)[nH]1 | 8%[57.5 µM]

Pulled by structure from the list above (5):
SMILES | ERK EGF block
COc1ccc(C2CC(C)=C(C#N)S(=O)(=O)C2C#N)cc1 (stereo unspecified) | 5%[57.5 µM]
COc1ccc(NC(=O)c2c(NC(=O)CNCC(C)C)sc3c2CCC3)c(OC)c1 | -3%
NS(=O)(=O)c1ccc(N/N=C/c2ccc(O)cc2O)c([N+](=O)[O-])c1 | 4%[57.5 µM]
CN(CC(=O)NC(=O)NCc1ccco1)CC(=O)Nc1ccccc1Cl | 7%[57.5 µM]
COCCNC(=O)/C(C#N)=C/c1cccs1 | 0%[57.5 µM]

Part of the list above, set out differently.
CCOC(=O)c1ccc(N2CCN(c3ccccc3F)CC2)c(NC(=O)Nc2ccccc2)c1
  ERK EGF block = -14%
COc1ccc(NC(=O)c2c(NC(=O)CNCC(C)C)sc3c2CCC3)c(OC)c1
  ERK EGF block = -3%
CCN(CC)C(=O)Cn1cc(C(=O)C(=O)N2CCc3ccccc32)c2ccccc21
  ERK EGF block = 1%

(listing goes on)
SMILES | ERK EGF block
NS(=O)(=O)c1ccc(NC(=O)CN2CCCc3ccccc32)cc1 | 16%[57.5 µM]
CCOC(=O)C1CCCN(Cc2cn[nH]c2-c2ccc(F)cc2F)C1 (stereo unspecified) | 0%
Cc1ccc(CNS(=O)(=O)NCc2ccc(Cl)cc2)cc1 | 3%
CCCN1C(=O)/C(=C2/C=Cc3ccccc3N2CC)SC1=S | 5.6µM*
Cn1c(CNC(=O)c2ccco2)nnc1SCC(=O)c1ccccc1 | -5%
COc1cc(C(=O)/C=C/Nc2ccc(NC(C)=O)cc2)cc(OC)c1OC | 8%
Cc1ccccc1N=Nc1c(C)[nH]n(-c2ccccc2)c1=O | ?
CCCN(CC(=O)Nc1ccc(C(N)=O)cc1)CC(=O)Nc1cc(Cl)ccc1Cl | 1%
COC(=O)Cc1c(C)[nH]n(-c2cc(Cl)cc(Cl)c2)c1=O | 0%
CC1CCN(CCOc2ccc(Cl)c(Cl)c2)CC1 | 5%
CC(C)(C)c1ccc(C(=O)/C(C#N)=C/c2cccs2)cc1 | ?
COc1cc(CNc2ccc(N3CCCC3)cc2)ccc1OCc1ccccc1F | 12%

The closing seven entries of the section before are carried over, then new ones follow:
SMILES | ERK EGF block
COc1cc(C(=O)/C=C/Nc2ccc(NC(C)=O)cc2)cc(OC)c1OC | 8%
Cc1ccccc1N=Nc1c(C)[nH]n(-c2ccccc2)c1=O | ?
CCCN(CC(=O)Nc1ccc(C(N)=O)cc1)CC(=O)Nc1cc(Cl)ccc1Cl | 1%
COC(=O)Cc1c(C)[nH]n(-c2cc(Cl)cc(Cl)c2)c1=O | 0%
CC1CCN(CCOc2ccc(Cl)c(Cl)c2)CC1 | 5%
CC(C)(C)c1ccc(C(=O)/C(C#N)=C/c2cccs2)cc1 | ?
COc1cc(CNc2ccc(N3CCCC3)cc2)ccc1OCc1ccccc1F | 12%
O=c1c2sc3nc(N4CCOCC4)c4c(c3c2ncn1-c1ccccc1)CCCC4 | -1%
COc1ccc(C(=O)NCc2nnc(SCC(=O)Nc3ccccc3OC)n2C)cc1 | 3%
Nc1nccnc1C(=O)OCC(=O)Nc1cccc(S(=O)(=O)N2CCCCC2)c1 | 13%
CC(=O)N/N=C/c1cc(C(C)C)cc(/C=N/NC(C)=O)c1O | -9%
C=CCN(CC=C)C(=O)c1ccc(OC2CCN(Cc3ccccn3)CC2)cc1 | 4%
CCCC(=O)C1=C(O)C(C(=O)OC)C(C)(C)CC1=NC(C)C (stereo unspecified) | -2%
COc1ccccc1OCCOCCOc1ccccc1Cl | -1%
CC(C)COP(=O)(OCC(C)C)C(O)c1ccc2c(c1)OCO2 (stereo unspecified) | 0%[57.5 µM]
O=C(CSCc1ccc([N+](=O)[O-])cc1)NN=C1CCCCCC1 | 28%
COC(=O)N/N=C/c1cc(C)n(-c2ccc(F)cc2)c1C | 1%
Cc1[nH]c2ccc(F)cc2c1CCNC(=O)C1CCCCC1C(=O)OCC(F)(F)F (stereo unspecified) | -7%
Cc1ccc2c(COC(=O)CNC(=O)c3ccccc3)cc(=O)oc2c1 | 6%
CCSC1=N/C(=C\c2cccc(F)c2)C(=O)S1 | 5%
Cc1cc(C)n(C2CC(=O)N(c3cccc(Cl)c3)C2=O)n1 (stereo unspecified) | -3%
O=C(NC(=S)NCC1CCCO1)c1ccccc1[N+](=O)[O-] (stereo unspecified) | -5%
CC/C=C\C/C=C\C/C=C\C/C=C\C/C=C\C/C=C\CCC(=O)O[C@H](COCCCCCCCCCCCCCCCC)COP(=O)([O-])OCC[N+](C)(C)C | -6%
Cc1ccc(C(=O)Oc2ccc(C(=O)COC(=O)C3CC(=O)N(Cc4ccco4)C3)cc2)cc1 (stereo unspecified) | 3%
Cc1cc(N)n(-c2ccc(S(=O)(=O)N3CCOCC3)cc2[N+](=O)[O-])n1 | -12%[57.5 µM]
Cc1ccc(N(CC(=O)NCCSc2ccccn2)S(C)(=O)=O)cc1 | -5%
COc1c2c(cc3oc(=O)ccc13)OC(C)(C)C=C2 | -3%[57.5 µM]
O=C(CCc1nnc(C2CCCCC2)o1)N1CCN(Cc2ccccc2)CC1 | 1%
CC(C)C[C@H](NC(=O)OC(C)(C)C)c1n[nH]c(=S)n1N | 6%
CCC(C)/C=C/C1=CC2=C(Cl)C(=O)C3(C)OC(=O)C(C(=O)C(C)C(C)O)C3C2=CO1 (stereo unspecified) | 3%[57.5 µM]
COc1cc(NC(=S)NCc2cccs2)cc(OC)c1 | 8%
COC(=O)CC1C(=O)NCCN1C(=S)Nc1ccccc1Cl (stereo unspecified) | -5%
CC(C)CC(NC(=O)C(CO)NC(=O)C1CCC(=O)N1)C(N)=O (stereo unspecified) | -1%
O=C(Nc1cccnc1)/C(N=Nc1ccc(Cl)c(C(F)(F)F)c1)=C(\O)c1ccccc1 | 3%
CN(C)c1nc(C(=O)O)nc(N2CCOCC2)n1 | ?
Cc1cccc(N2CC(C(=O)O)CC2=O)c1C (stereo unspecified) | 8%[57.5 µM]
O=C(NCc1ccccc1)c1cccc(NS(=O)(=O)c2cccc3cccnc23)c1 | -19%
O=C(CSc1ncnc2ccccc12)NCCc1ccccc1 | -4%
CCn1c(C(C)NC(=O)c2cccc(C)c2)n[nH]c1=S (stereo unspecified) | -8%
O=C(CCl)N(Cc1ccccc1)c1ccccc1 | -8%
NS(=O)(=O)c1ccc(NC(=O)/C=C/c2ccc3c(c2)OCO3)cc1 | 6%
CC(CN1CCOCC1)OC(=O)C(c1ccccc1)c1ccccc1 (stereo unspecified) | -5%
Cc1cc2cc(CNC(=S)NC3CCCCC3)ccc2n1C | 7%
O=[N+]([O-])c1ccccc1/C=C/C=N/n1c(-c2cc(-c3ccccc3)n[nH]2)n[nH]c1=S | 3%[57.5 µM]
O=C(Cc1cccs1)Nc1cccc(-c2nc3ccccc3[nH]2)c1 | 4%
CC(C)c1ccc2[nH]c(O)c(N=NC(=O)c3ccc(CSc4nncn4C)cc3)c2c1 | 0%
COc1ccccc1CCNC(=O)C(=O)NCC1OCCN1S(=O)(=O)c1ccc(Br)cc1 (stereo unspecified) | 6%
CC(C)N1CCC(N2CCN(CC#Cc3ccccc3)CC2CCO)CC1 (stereo unspecified) | -6%[57.5 µM]
Cc1cccc(-n2cc(-c3ccccc3)c3c(=O)[nH]cnc32)c1 | 2%
N#C/C(=C/c1ccc(N2CCCCC2)o1)C(=O)NCCc1c[nH]c2ccccc12 | 0%
COc1ccc(NC(=O)c2ccc3nc[nH]c3c2)c(OC)c1 | 1%
O=C(COC(=O)c1cccc2c1C(=O)c1ccccc1C2=O)NC1CCCCC1 | -10%
OCCOCCN1CCN(C2=Nc3ccccc3Sc3ccccc32)CC1 | ?
CN1CCN(NC(=O)c2cc(Br)ccc2Cl)CC1 | -3%
O=C(CN1C(=O)/C(=C/c2ccccc2)SC1=S)Nc1cccnc1 | -1%
Cc1c(Cl)cccc1NCC(=O)NN=C1CCCC1 | 8%
CCNCc1cc(Br)c(OCC(=O)Nc2ccccc2)c(OC)c1 | -2%
COCCCn1c(=O)/c(=C\c2ccccc2OC(F)F)s/c1=C(/C#N)C(N)=O | 25%
CC(=O)C1=C(C)NC(=O)CC1c1ccc(Br)cc1 (stereo unspecified) | 0%
O=C(Nc1nc(-c2ccccc2)cs1)c1ccc(=O)[nH]c1 | 10%
COc1ccc(/C=N/N=C(\N)c2nonc2N)cc1OC | -4%
S=C(NCc1ccco1)N/N=C/c1ccncc1 | 11%[57.5 µM]
O=C(Nc1ccccc1)Nc1cccc2ccccc12 | 16%[57.5 µM]
Cc1nn(-c2ccccc2)c(Cl)c1/C=N/NC(=O)c1ccccc1F | 9%[57.5 µM]
O=C(COc1ccccc1)OC(C(=O)c1ccccc1)c1ccccc1 (stereo unspecified) | 3%
CC(=O)c1c(C)[nH]c(C(=O)COC(=O)c2cccc(S(=O)(=O)N(C)c3ccccc3)c2)c1C | 3%
C/C(CCc1ccccc1)=N\NC(=O)CCc1ccccc1 | -4%

(list continues)
SMILES | ERK EGF block
COc1ccc(NC(=S)N(CCN2CCCCC2)Cc2ccco2)cc1 | 0%
Cc1ccc2[nH]cc(CCCN3C(=O)c4ccccc4C3=O)c2c1 | -1%
c1cnc(N2CCN(Cc3ccc4c(c3)OCO4)CC2)nc1 | 8%
CCOc1nc2ccccc2cc1C=O | 8%
O=C(CSc1ccccn1)Nc1cccc2ccccc12 | 15%
Oc1c(Cl)cc(Cl)cc1C=Nc1ccccc1N1CCCC1 | -2%
Cc1cc(C)cc(OCC(=O)OCC(=O)NCCC2=CCCCC2)c1 | 0%
O=C(O)CSCc1nc2ccccc2[nH]1 | -2%
CC(=O)C1=C(c2ccccc2)OC(N)=C(C#N)C1c1ccccc1C (stereo unspecified) | 5%
CCn1c(SCC(=O)O)nnc1-c1cccnc1 | -1%
CCCCCC(=O)NNC1=NCC(Cc2ccccc2)S1 (stereo unspecified) | 9%
O=S(=O)(c1ccccc1)N1CCC[C@@]2(CCN(Cc3cc(C(F)(F)F)cc(C(F)(F)F)c3)C2)C1 | 9%
Nc1nc(Cl)nc2c1ncn2[C@@H]1O[C@H](CO)[C@H](O)[C@H]1O | 16%
Cc1ccc(N(C(=O)Nc2ccccc2)C2=NCCC2)cc1 | -4%[57.5 µM]
Cc1ccc(NC(=O)N[C@H](C(=O)O)C(C)C)c(C)c1 | -16%[57.5 µM]
Oc1ccccc1/C=N/N1CCCCC1 | 5%
COC(=O)N/N=C/C1=CCC2CC1C2(C)C (stereo unspecified) | -2%
CCCOP(=O)(c1ccc(N(C)C)cc1)C(Nc1ccccc1)c1ccc(C)cc1 (stereo unspecified) | -1%[57.5 µM]
Cc1noc(C)c1-c1nc(N2CCNCC2)c2ccccc2n1 | 23%
CCN(CC)c1ccc(NC(=O)CSc2ccsc2[N+](=O)[O-])c(C)c1 | 0%
CC(C)c1nc(CN2CCCCC2)cc(=O)[nH]1 | 1%
CNC(=O)/C(C#N)=C1\SC(Cc2ccc(F)cc2)C(=O)N1c1ccccc1C (stereo unspecified) | 3%[57.5 µM]
O=C(NCc1ccco1)c1ccc(COc2ccc(Cl)cc2)cc1 | 11%
O=C(CC1SC(=O)N(c2ccccc2)C1=O)Nc1cccc2ccccc12 (stereo unspecified) | -8%[57.5 µM]
Cc1ccc(NC(=O)C(=O)NCC2CCN(C(=O)c3cccc([N+](=O)[O-])c3)CC2)cc1 | -9%
Cn1ccnc1SCC(=O)Nc1ccccc1 | -3%
